# TRPC4 agonist = TRPC4 (mouse) channel activation | Q9QUQ5 | HEK293 TRPC4beta/mu-opioid, Fluo4 calcium fluorescence; stronger effect = higher value | B-score at 10 µM | 0.49% of 310,000 active | AID 2237;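 active = B-score above 5 SD of library B-scores, and initial fluorescence ratio not above library mean plus 5 SD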;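 also: positive B-score marks a calcium rise read as TRPC4 activation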
#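 Material: HEK293 stable line with TRPC4beta plus mu-opioid receptor; technique: Fluo4 calcium-sensitive dye fluorescence, kinetic, 1 Hz baseline; timing: Fluo4 dye loading 45 min at room temperature, 110 s recording; controls: assay buffer as low control, maximal DAMGO as high control; read-out: integrated baseline-normalised fluorescence ratio, converted to per-well B score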
# TRPC4 block = TRPC4 (mouse) channel inhibition; Q9QUQ5; HEK293 TRPC4beta/mu-opioid, DAMGO-evoked Fluo4 calcium flux; stronger effect = lower value; B-score at 10 µM; 0.39% of 300,000 active; AID 2247;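 active = B-score over 3 SD under the library average, no early fluorescence shift, positive overall ratio signal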
#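 Assay system: HEK293 cells with stable TRPC4beta plus mu-opioid receptor expression; Probe or stimulus: DAMGO in two steps, submaximal then maximal; Dosing: single-point compound dosing; Measured by: Fluo4 calcium-dye fluorescence, kinetic read; Read-out basis: B score from integrated Fluo4 fluorescence ratio.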
# SKKanGAS inh = inhibitors of SKKanGAS S. pyogenes growth in kanamycin (SK-promoter or general growth effect); BacTiter-Glo, 6 h; inhibition, % at 7.5 µM; 1.3% of 300,000 active; AID 1662;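 active = mean replicate score, as percent of positive control median, at least 50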;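 also: strain carries kanamycin resistance gene driven by streptokinase promoter and grows in 40 µg/ml kanamycin; loss of luminescence reflects streptokinase promoter inhibition or plain growth inhibition; 0% = median of DMSO wells and 100% = positive control at its reference dose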
# aSyn 5UTR inh = MLPCN primary screen, SNCA 5' untranslated region. alpha-synuclein 5'UTR reporter, inhibitor activity. 0.82% of 300,000 active. inhibition, % (tested at 7.5 µM); in the data active = inhibition above about 60%;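 also: H4 neuroglioblastoma cells stably carrying SNCA 5'UTR luciferase fusion; 0% = DMSO wells and 100% = positive control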
# KLF5 inh = inhibitors of KLF5 expression; DLD-1 KLF5 promoter-luciferase reporter, luminescence; inhibition, % at 5 µM; 0.23% of 290,000 active;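 active = inhibition above a per-plate limit of that plate's mean compound inhibition plus 3 SD, cut at about 60% in these data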;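 also: 0% = DMSO wells and 100% = LY294002 at 200 µM; higher means less KLF5 promoter-driven luciferase light; inactives centre near -14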
# MrgX1 antag = antagonists of human MrgX1 receptor | AID 588676 | MRGX1-HEK293 calcium flux, Fluo-4, BAM8-22 antagonism; stronger effect = lower value | Q96LB2 | 1.3% of 310,000 active | B-score at 10 µM;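 active = calcium-response B-score plate-corrected more than 3 library SD below zero, starting fluorescence within 5 deviations, no agonist response on first addition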;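 also: peak minus trough fluorescence over baseline after final BAM8-22 challenge near maximal dose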
# TRPC6 inhibitor = inhibitors of mouse TRPC6 channel. Q61143. HEK293-TRPC6, membrane potential dye, ACh-evoked depolarization; stronger effect = lower value. B-score at 10 µM. 1.1% of 310,000 active. AID 2553;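 active = B-score under library mean minus 3 SD, initial fluorescence not abnormally high, positive integrated signal ratio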;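 also: B-score derived from integrated fluorescence ratio over the kinetic read; more negative B-score means stronger inhibition of depolarization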
# Target sequence (Q61143 whole entry, looked up): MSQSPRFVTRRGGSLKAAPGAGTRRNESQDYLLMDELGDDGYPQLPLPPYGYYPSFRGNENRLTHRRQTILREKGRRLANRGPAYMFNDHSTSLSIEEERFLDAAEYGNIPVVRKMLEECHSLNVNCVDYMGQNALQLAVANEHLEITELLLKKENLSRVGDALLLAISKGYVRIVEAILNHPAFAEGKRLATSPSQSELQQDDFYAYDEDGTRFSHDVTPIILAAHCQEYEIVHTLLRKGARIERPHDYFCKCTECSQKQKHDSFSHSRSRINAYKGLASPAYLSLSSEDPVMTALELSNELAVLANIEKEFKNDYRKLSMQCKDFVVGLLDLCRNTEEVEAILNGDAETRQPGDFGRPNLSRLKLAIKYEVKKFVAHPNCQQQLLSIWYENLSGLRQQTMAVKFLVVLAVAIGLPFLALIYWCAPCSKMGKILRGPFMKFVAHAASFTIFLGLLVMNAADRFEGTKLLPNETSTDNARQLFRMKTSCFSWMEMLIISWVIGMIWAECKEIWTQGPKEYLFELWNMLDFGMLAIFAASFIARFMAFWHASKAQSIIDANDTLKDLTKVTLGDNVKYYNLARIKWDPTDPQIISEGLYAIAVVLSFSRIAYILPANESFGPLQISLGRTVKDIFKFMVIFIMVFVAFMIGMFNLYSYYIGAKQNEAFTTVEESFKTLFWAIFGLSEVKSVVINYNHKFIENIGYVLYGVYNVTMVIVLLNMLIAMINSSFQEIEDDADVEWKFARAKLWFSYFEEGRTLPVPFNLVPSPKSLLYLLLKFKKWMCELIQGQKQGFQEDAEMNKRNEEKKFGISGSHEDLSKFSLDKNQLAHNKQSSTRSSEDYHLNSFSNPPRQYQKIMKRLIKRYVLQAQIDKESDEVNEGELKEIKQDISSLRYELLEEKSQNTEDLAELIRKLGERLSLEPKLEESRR
# HIF activator = HIF pathway transcriptional activation. U2OS HRE-luciferase reporter, luminescence; normalized: DMSO 0%, desferrioxamine 100%. 0.32% of 300,000 active. activation, % at 7.5 µM (by protocol). AID 1910;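 active = mean activation of at least 10% of the iron chelator positive control signal, with at least half of replicates also reaching 10%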
# TRPC4 PAM = allosterically enhances the mouse TRPC4 cation channel | HEK293 TRPC4beta/mu-opioid, DAMGO EC20, Fluo-4 Ca2+ flux; stronger effect = higher value | B-score at 10 µM | Q9QUQ5 | 0.42% of 310,000 active;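 active = B-score of calcium response area above 5 SD of library B-scores, with initial fluorescence ratio within 5 SD of library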;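 also: B-score of integrated fluorescence ratio over time as area under calcium response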
# IEC-6 tox = kills IEC-6 intestinal cells in KLF5 counter-screen | IEC-6 cytotoxicity, luminescence viability | inhibition, % at 5 µM | 0.78% of 290,000 active | AID 1825; in the data active = inhibition above about 22%;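 also: 0% = plate median of test compound wells and 100% = cytotoxic reference compound wells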
# TRPC6 activator = activates the mouse TRPC6 cation channel. Q61143. HEK293-TRPC6 membrane potential dye fluorescence; stronger effect = higher value. B-score at 10 µM. 0.13% of 310,000 active. AID 2550;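 active = B-score of the integrated fluorescence ratio above library mean plus 3 SD, and starting fluorescence ratio within library mean plus 5 SD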;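 also: higher score means more depolarization so channel activation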
# * = called active by the depositor; i = inactive; . = not tested or not shown. Rows were taken by chance (roughly 5.8% active in at least one column).
Compound	TRPC4 agonist	TRPC4 block	SKKanGAS inh	aSyn 5UTR inh	KLF5 inh	MrgX1 antag	TRPC6 inhibitor	HIF activator	TRPC4 PAM	IEC-6 tox	TRPC6 activator
CC(C)(C)S(=O)(=O)c1c(C(=O)O)cccc1C(=O)O	i	i	-2	8	-26	i	i	-0.7	i	4	i
O=S(=O)(Nc1nnc(C(F)(F)F)s1)c1ccc(Cl)cc1	i	i	9	-1	-33	i	i	0.7	i	-4	i
CCOC(=O)CNC(=O)N1CCCC(N(C)CCc2ccccc2)C1 (stereo not drawn)	i	i	-2	19	-15	i	i	-54	i	-2	i
COc1cccc(NC(=S)NCc2cccnc2)c1	i	i	0	-9	-17	i	i	0.1	i	4	i
O=C(Cc1ccc([N+](=O)[O-])cc1)OCc1c(F)cccc1Cl	i	i	18	1	-32	i	i	-1.2	i	-1	i
CN(Cc1ccco1)S(=O)(=O)c1nnc(NC(=O)c2ccccc2Cl)s1	i	i	38	-9	-13	i	i	0.4	i	0	i
N/C(=N\O)c1ccc(NC(=O)c2ccc(Br)o2)cc1	i	i	-4	-67	-64	i	i	3.0	i	-1	i
O=C(Nc1nc2n(n1)C(c1ccccc1)CC(c1ccc(Cl)cc1)N2)c1ccco1 (stereo not drawn)	i	i	17	-9	-34	i	i	-0.2	i	-2	i
CC1(C)C/C(=N\NC(=S)Nc2ccccc2F)c2cc(O)ccc2O1	i	i	16	-17	-5	i	i	-0.1	i	3	i
Cc1cccnc1NC(=O)COc1ccc2oc3c(c2c1)CCCC3	i	i	-2	-14	-28	i	i	0.3	i	2	i
O=C(NCC1CC1)c1ccc(Oc2cc(Cl)cc(Cl)c2)o1	i	i	1	6	-15	i	i	-0.8	i	-6	i
Cn1cnc(S(=O)(=O)N2CCN(c3ccccc3)CC2)c1	i	i	-12	-12	-27	i	i	0.3	i	3	i
N#Cc1ccc2ccn(CC(=O)NC3CCCCC3)c2c1	i	i	-9	-17	-21	i	i	0.0	i	-4	i
C=CCc1ccc(OCCn2cccc2C=O)c(OC)c1	i	i	-2	-140	-43	i	i	3.8	i	-2	i
Cc1cc(=O)oc2cc(OCCCN3C(=O)c4ccccc4C3=O)ccc12	i	i	-4	0	-30	i	i	-0.1	i	-6	i

# Structural class, the compounds so far with an aryl methoxy group (2)
Compound	TRPC4 agonist	TRPC4 block	SKKanGAS inh	aSyn 5UTR inh	KLF5 inh	MrgX1 antag	TRPC6 inhibitor	HIF activator	TRPC4 PAM	IEC-6 tox	TRPC6 activator
COc1cccc(NC(=S)NCc2cccnc2)c1	i	i	0	-9	-17	i	i	0.1	i	4	i
C=CCc1ccc(OCCn2cccc2C=O)c(OC)c1	i	i	-2	-140	-43	i	i	3.8	i	-2	i

# Part of the list above with just aSyn 5UTR inh:
SMILES	aSyn 5UTR inh
O=S(=O)(Nc1nnc(C(F)(F)F)s1)c1ccc(Cl)cc1	-1
CCOC(=O)CNC(=O)N1CCCC(N(C)CCc2ccccc2)C1 (stereo not drawn)	19
COc1cccc(NC(=S)NCc2cccnc2)c1	-9
O=C(Cc1ccc([N+](=O)[O-])cc1)OCc1c(F)cccc1Cl	1

# The list continues:
Compound	TRPC4 agonist	TRPC4 block	SKKanGAS inh	aSyn 5UTR inh	KLF5 inh	MrgX1 antag	TRPC6 inhibitor	HIF activator	TRPC4 PAM	IEC-6 tox	TRPC6 activator
CSCCCNC(=S)N1CCc2ccccc2C1	i	i	0	-11	-13	i	i	0.3	i	-10	i
O=C(O)CC1NC(=O)N(C2CCCCC2)C1=O (stereo not drawn)	i	i	-6	5	-22	i	i	-0.2	i	2	i
O=C(c1ccco1)N1CCN(C(=O)c2cnn3c2NC(c2cccs2)CC3C(F)(F)F)CC1 (stereo not drawn)	i	i	-7	28	-5	i	i	-0.1	i	6	i
CCOC(=O)C1(CCOc2ccccc2)CCN(Cc2ccc(CO)o2)CC1	i	i	4	-16	-30	i	i	-0.2	i	1	i
CC1(C)CC(=O)C2=C(C1)Nc1ccccc1S2	i	i	7	12	-15	i	i	2.9	i	-6	i
Cc1ccc(CNS(=O)(=O)c2c(C(=O)N3CCCCC3)c(C)n(C)c2C)cc1	i	i	9	28	-9	i	i	-0.9	i	2	i
CCOc1ccc(NC(=S)N(CCN2CCOCC2)Cc2cc3cc4c(cc3[nH]c2=O)OCO4)cc1	i	i	-7	23	-17	i	i	0.0	i	-2	i
COc1ccccc1C(=O)Nc1ccnn1C1CCN(C)CC1	i	i	-4	6	-34	i	i	1.0	i	1	i
Cc1ccc(C)c(NC(=O)Cc2ccc(S(=O)(=O)N3CCCCC3)s2)c1	i	i	-5	9	24	i	i	0.3	i	1	i
CCC(=O)OC1CC(C)N(C(=O)c2ccccc2)c2ccc(C)cc21 (stereo not drawn)	i	i	-8	-5	-10	i	i	0.1	i	-1	i
Cc1cc(NC(=O)CSc2nnc(Cc3ccccc3)o2)no1	i	i	0	-11	13	i	i	0.3	i	1	i
Cc1ccc(OCC(=O)N(Cc2ccco2)C2CCS(=O)(=O)C2)cc1C (stereo not drawn)	i	i	-1	12	-6	i	i	0.0	i	-1	i
OCCCNc1ncnc2sc(-c3ccccc3)cc12	i	i	-6	-23	-42	i	i	-0.2	i	-1	i
CCOC(=O)c1c(NC(=O)CSc2c[nH]c3ccccc23)sc2c1CCCC2	i	i	24	51	4	i	i	0.0	i	4	i
O=C(CC1C(=O)NCCN1CC(c1ccccc1)c1ccccc1)NC1CC1 (stereo not drawn)	i	i	-1	-14	-25	i	i	-0.3	i	1	i

# Full records, looked up by structure. Order of screens: TRPC4 agonist, TRPC4 block, SKKanGAS inh, aSyn 5UTR inh, KLF5 inh, MrgX1 antag, TRPC6 inhibitor, HIF activator, TRPC4 PAM, IEC-6 tox, TRPC6 activator
# Entry for O=C(O)CC1NC(=O)N(C2CCCCC2)C1=O (stereo not drawn) : i, i, -6, 5, -22, i, i, -0.2, i, 2, i
# Entry for Cc1ccc(CNS(=O)(=O)c2c(C(=O)N3CCCCC3)c(C)n(C)c2C)cc1 : i, i, 9, 28, -9, i, i, -0.9, i, 2, i

# New compounds follow:
Compound	TRPC4 agonist	TRPC4 block	SKKanGAS inh	aSyn 5UTR inh	KLF5 inh	MrgX1 antag	TRPC6 inhibitor	HIF activator	TRPC4 PAM	IEC-6 tox	TRPC6 activator
CCCCC(=O)Nc1cc([N+](=O)[O-])ccc1F	i	i	6	-6	-25	i	i	-0.5	i	10	i
COc1ccc(CNC(=O)c2ccc3ccccc3n2)cc1OC	i	i	-1	20	-18	i	i	-0.2	i	9	i
CCc1ccc(NC(=O)CNC(=O)[C@@H]2Cc3ccccc3CN2C(=O)OC(C)(C)C)cc1	i	i	1	-3	0	i	i	-0.1	i	-1	i
Cc1ccc(S(=O)(=O)C(C#N)=C2N(C)c3ccccc3N2C)cc1	i	i	0	7	-33	i	i	-0.3	i	2	i
CCOC(=O)C(=O)N=Nc1c(O)n(C)c2ccccc12	i	i	7	17	-28	i	i	0.4	i	-1	i
CCOc1ccc2c(C)c(Cl)c(=O)oc2c1	i	i	0	-5	-18	i	i	96*	i	-5	i
CNC(=O)C1(C(F)(F)F)C/C(=C\CCO)CCCO1 (stereo not drawn)	i	i	-5	4	2	i	i	-0.2	i	-7	i
COc1ccc(-c2c(C(C)=O)c(C)nc3sc4c(c23)NC(c2ccccc2)NC4=O)cc1 (stereo not drawn)	i	i	-3	22	-22	i	i	0.0	i	7	i
CCCN(C(=O)CSc1cc(-c2ccccc2)c2ccc(OC)cc2n1)C1CCS(=O)(=O)C1 (stereo not drawn)	i	i	45	27	-2	i	i	-0.6	i	1	i
Cc1ccc(S(=O)(=O)NCCNc2ccccc2[N+](=O)[O-])cc1	i	i	2	20	2	i	i	0.7	i	13	i
CC(=O)N1CCN(C(=O)CCc2nc3sc4c(c3c(=O)[nH]2)CCCC4)CC1	i	i	5	-10	-24	i	i	-0.1	i	3	i
O=C(NC1CCCC1)C1CCCN(S(=O)(=O)c2cnc[nH]2)C1 (stereo not drawn)	i	i	-1	-2	-31	i	i	.	i	4	i
CC1(C)CC(=O)C2=C(C1)OC(N)=C(C#N)C2c1ccccc1 (stereo not drawn)	i	i	4	-16	-13	i	i	-0.8	i	-2	i
CCN(CC)c1ccc(NC(=O)COc2ccc(C#N)cc2)cc1S(=O)(=O)Nc1ccc(OC)cc1	i	i	9	35	6	i	i	-0.1	i	-6	i
Cc1cccc(C(=O)NC(=S)NNC(=O)c2ccc(Cl)cc2)c1	i	i	105*	-8	-27	i	i	-0.1	i	6	i

# Copied from above (four entries):
Compound	TRPC4 agonist	TRPC4 block	SKKanGAS inh	aSyn 5UTR inh	KLF5 inh	MrgX1 antag	TRPC6 inhibitor	HIF activator	TRPC4 PAM	IEC-6 tox	TRPC6 activator
O=C(NC1CCCC1)C1CCCN(S(=O)(=O)c2cnc[nH]2)C1 (stereo not drawn)	i	i	-1	-2	-31	i	i	.	i	4	i
CC1(C)CC(=O)C2=C(C1)OC(N)=C(C#N)C2c1ccccc1 (stereo not drawn)	i	i	4	-16	-13	i	i	-0.8	i	-2	i
CCN(CC)c1ccc(NC(=O)COc2ccc(C#N)cc2)cc1S(=O)(=O)Nc1ccc(OC)cc1	i	i	9	35	6	i	i	-0.1	i	-6	i
Cc1cccc(C(=O)NC(=S)NNC(=O)c2ccc(Cl)cc2)c1	i	i	105*	-8	-27	i	i	-0.1	i	6	i

# Additional results follow:
Compound	TRPC4 agonist	TRPC4 block	SKKanGAS inh	aSyn 5UTR inh	KLF5 inh	MrgX1 antag	TRPC6 inhibitor	HIF activator	TRPC4 PAM	IEC-6 tox	TRPC6 activator
CCn1c(/C=C/c2ccc(O)c(O)c2)nc2ccccc2c1=O	i	i	3	-22	-27	-4.7*	i	-12	i	-8	i
O=C(Cc1ccc(F)cc1)Nc1cccc(-c2cn3c(n2)SCC3)c1	i	i	2	3	-29	i	i	0.6	i	4	i
Cc1ccc(OC(=O)C(F)(F)F)c2c1NCCC2	i	i	1	24	-28	i	i	0.0	i	-7	i
COc1ccc(N(CC(=O)NCCSc2ccccn2)S(C)(=O)=O)cc1Cl	i	i	-2	-2	-4	i	i	0.0	i	-4	i
CCOc1ccccc1NC(=O)C1CCCN(S(=O)(=O)c2cccc3nsnc23)C1 (stereo not drawn)	i	i	6	-3	-33	i	i	-1.3	i	6	i
CCOc1cc(C(c2c(C)[nH][nH]c2=O)c2c(C)[nH][nH]c2=O)cc(Br)c1OC	i	i	-5	8	-41	i	i	-1.5	i	0	i
COc1ccc2[nH]c(C)c(CCN(Cc3cccs3)C(=S)Nc3ccc(F)cc3)c2c1	i	i	14	-10	-9	i	i	0.5	i	1	i
